NCI-60 one-dose screen, 48 h, at 10 µM unless noted. Numbers give growth in % (100 = growth as untreated, 0 = no growth, -100 = all killed).
MOLT-4: MOLT-4 leukemia cells; 6.9% of 80,000 active; AID 1794779
MDA-MB-468: MDA-MB-468 breast cancer; 8.5% of 78,000 active
K-562: K-562 leukemia; 7.4% of 78,000 active
HOP-62: HOP-62 NSCLC; AID 1794735; 3.9% of 80,000 active
CCRF-CEM: CCRF-CEM leukemia. AID 1794778. 7% of 77,000 active
SR: SR leukemia cells; 8.7% of 73,000 active
MDA-MB-435: MDA-MB-435 melanoma; AID 1794794; 7.8% of 82,000 active
RPMI-8226: RPMI-8226 leukemia cells; 7.5% of 77,000 active
Numbers without * were called inactive; nt = not tested or not shown; & = joins results of further samples. The calls were made as follows: active = growth percent below 10; inactive = the rest. An excerpt (hit frequency here may not be typical).

(1) O=[N+]([O-])c1ccc(/C=C/C=C/c2ccc(S(=O)(=O)F)cc2)c(Cl)c1
(2) COC(=O)N[C@H]1CCc2c(Br)c(OC)c(OC)c(OC)c2-c2ccc(SC)c(=O)cc21
(3) CN(C1=N[C@]23CC(=O)CC[C@]2(C)[C@H]2CC[C@]4(C)C(=O)CC[C@H]4[C@@H]2C[C@@H]3S1)c1ccccc1
(4) COc1ccc(NC([Se])=NC23CC4CC(CC(C4)C2)C3)cc1
(5) O=P(Oc1ccc(Cl)cc1)(N1CC1)N1CC1
(6) CC(=O)N(N=O)c1ccc(Br)cc1
(7) O=C(O)c1ccc(P(=O)(O)O)cc1
(8) CC(=O)O[C@H](C[C@H](C(C)C)N(C)C(=O)[C@H](C)NC(=O)[C@H]1CCCCN1C)c1nc(C(=O)N[C@@H](Cc2ccccc2)C[C@H](C)C(=O)O)cs1
(9) O=C(NCCN1CC1)C(=O)NCCN1CC1
(10) CCC[Se]C(=O)c1ccc(C(=O)[Se]CCC)s1

Screen / compound no.	1	2	3	4	5	6	7	8	9	10
MOLT-4	84.1	3.2*	82.5	5.7*	84.8	99.6	108.2	97.3	55.3	7.3*
MDA-MB-468	nt	-23.7*	95.5	-15.6*	54.1	100.9	107.1	56.2	81.3	-80.6*
K-562	96.1	6.8*	59.5	12.3	85.3	87.0	102.9	61.5	87.9	7.3*
HOP-62	99.9	29.7	115.0	-0.8*	81.3	103.1	90.8	92.3	84.5	-77.7*
CCRF-CEM	85.8	3.6*	87.5	5.9*	82.5	97.1	100.5	76.7	56.8	13.6
SR	77.9	-9.7*	64.5	5.1*	77.8	98.1	107.1	39.6	19.0	18.5
MDA-MB-435	92.9	-55.7*	94.7	20.0	108.7	105.0	108.2	37.4	106.0	-61.0*
RPMI-8226	93.4	-3.5*	77.0	-31.9*	88.6	102.4	96.8	77.6	98.5	-5.8*

Brought forward from above: three compounds; new compounds follow.
(8) CC(=O)O[C@H](C[C@H](C(C)C)N(C)C(=O)[C@H](C)NC(=O)[C@H]1CCCCN1C)c1nc(C(=O)N[C@@H](Cc2ccccc2)C[C@H](C)C(=O)O)cs1
(9) O=C(NCCN1CC1)C(=O)NCCN1CC1
(10) CCC[Se]C(=O)c1ccc(C(=O)[Se]CCC)s1
(11) CN[C@]1(c2ccccc2Cl)CCCC[C@H]1NCCCN1CCCC1
(12) O=C(/C=C/c1ccco1)c1nc2ccccc2n1Cc1ccc(Br)cc1
(13) CC(C)CC1(CCc2ccccc2)C(=O)NC(=O)NC1=O
(14) CCCCCCCNC(=O)CBr
(15) N#CC(C#N)=Cc1cccc(Cl)c1
(16) COC(=O)[C@H](Cc1ccccc1)NNC(=O)c1csc([C@@H](C[C@H](C(C)C)N(C)C(=O)[C@@H](NC(=O)[C@H]2CCCCN2C)C2CC2)OC(C)=O)n1
(17) O=C(Oc1ccc(CCN2CCCCC2)cc1)c1ccc([N+](=O)[O-])cc1
(18) Cc1cc(N(CCCl)CCCl)n2c(nc3ccccc32)c1C#N
(19) CC1=C2C(=C[C@@](C)(COP(=O)(Oc3ccccc3)Oc3ccccc3)[C@@H]2O)C(=O)[C@@](C)(O)C12CC2
(20) COC(C(=O)C(O)C(C)O)C1Cc2cc3cc(OC4CC(OC(C)=O)C(OC5CC(O)C(OC)C(C)O5)C(C)O4)cc(O)c3c(O)c2C(=O)C1OC1CC(OC2CC(OC3CC(C)(O)C(OC(=O)C(C)C)C(C)O3)C(O)C(C)O2)C(O)C(C)O1 (stereo not given)

Screen / compound no.	8	9	10	11	12	13	14	15	16	17	18	19	20
MOLT-4	97.3	55.3	7.3*	100.2	3.6*	85.5	98.6	99.8	7.9*	102.0	106.4	nt	-25.4*
MDA-MB-468	56.2	81.3	-80.6*	89.8	-14.5*	102.1	100.3	102.1	-11.2*	102.2	92.7	-89.8*	nt
K-562	61.5	87.9	7.3*	91.6	7.0*	102.0	98.3	103.0	1.7*	91.5	57.6	nt	-68.4*
HOP-62	92.3	84.5	-77.7*	99.5	57.0	107.6	94.5	103.7	8.1*	96.4	90.0	-88.4*	-5.1*
CCRF-CEM	76.7	56.8	13.6	96.8	-6.8*	120.7	93.8	96.5	-2.7*	nt	62.8	12.5	-13.4*
SR	39.6	19.0	18.5	100.8	4.7*	93.6	103.3	nt	5.8*	95.9	55.5	nt	-23.4*
MDA-MB-435	37.4	106.0	-61.0*	104.6	15.2	106.7	102.6	101.6	-55.8*	97.9	95.5	-77.1*	-89.4*
RPMI-8226	77.6	98.5	-5.8*	101.4	-5.8*	106.2	100.9	96.5	7.4*	nt	85.4	9.3*	-32.4*

(21) CSc1nc(N)nc2nnc(NN)n12
(22) CCc1ccccc1[C@@H]1C[C@]2(C)CCO[C@@H]2OO1
(23) CCCCNC(=O)C(Cl)Cl
(24) CC1=C(COCCOC(=O)c2ccc(S(=O)(=O)F)cc2)C2=C(C)C3(CC3)[C@@](C)(O)C(=O)C2=C1
(25) O=NN(CCCl)C(=O)NCCO
(26) CCOC(=O)NC(=O)CCl
(27) CCCC(C)(COC(N)=O)COC(=O)NC(C)C (stereo not given)
(28) NC(=O)CNCc1ccc([As]=O)cc1 (stereo not given)
(29) Nc1c(F)cc(-c2nc3cc(F)ccc3[se]2)cc1F
(30) c1ccc(CCNC2CC3CCC2C3)cc1 (stereo not given)

Screen / compound no.	21	22	23	24	25	26	27	28	29	30
MOLT-4	99.0	104.8	108.4	36.0	91.4	88.4	95.3	98.9	78.7	99.2
MDA-MB-468	100.9	102.3	93.6	-87.5*	96.0	108.1	101.3	115.1	-39.8*	112.1
K-562	97.2	nt	122.6	32.6	98.4	96.0	101.5	101.6	85.8	100.3
HOP-62	83.6	98.2	104.1	-27.5*	101.9	101.2	104.6	97.2	58.9	96.2
CCRF-CEM	100.1	94.1	108.8	15.8	99.0	nt	97.7	97.8	88.7	nt
SR	97.7	102.0	101.5	nt	77.4	76.2	107.9	100.8	20.6	98.7
MDA-MB-435	105.7	108.9	99.7	3.2*	99.0	109.1	103.6	110.7	105.6	102.9
RPMI-8226	100.6	100.1	106.3	76.4	97.0	99.7	101.2	102.0	48.8	109.4

(31) CCC(/C=C(C)/C=C/C(=O)c1c(O)c(-c2ccc(O)cc2)c[nH]c1=O)CO (stereo not given)
(32) CC(=O)O[C@H](C[C@H](C(C)C)N(C)C(=O)[C@@H](NC(=O)[C@H]1CCCCN1C)C(C)C)c1nc(C(=O)N[C@@H](Cc2ccccc2)C[C@H](C)C(=O)O)c(C(C)C)s1
(33) CC1(C)CC[C@]23CC[C@]4(C)[C@H](CC[C@@H]5[C@@]6(C)C[C@@]7(CC(C)(C)[C@@H]6CC[C@]54C)OO[C@](C)(C(F)(F)F)O7)[C@H]2[C@H]1OC3
(34) S=C(S)N1CCNCC1
(35) C[C@]12CC[C@H]3[C@@H](CC4SC(c5ccc(Cl)cc5)=NC45C[C@H](O)CC[C@]35C)[C@@H]1CC[C@@H]2O (stereo not given in full)
(36) Cc1ccnc(NC(=O)CCCc2ccc(N(CCCl)CCCl)cc2)n1
(37) OC/C=C\c1ccc2c(c1)OCO2
(38) C[C@]12CCc3sc(-c4cccc(Cl)c4)nc3C1=CC[C@@H]1[C@@H]2CC[C@]2(C)C(=O)CC[C@@H]12
(39) NNC(=O)C1C2c3ccccc3C(c3ccccc32)C1C(=O)O (stereo not given)
(40) O=[N+]([O-])CC(O)CCl (stereo not given)

Screen / compound no.	31	32	33	34	35	36	37	38	39	40
MOLT-4	31.5	7.8*	96.7	104.3&97.8	86.0	51.0	98.4	92.3	107.3	102.2
MDA-MB-468	98.5	19.8	95.7	104.0&132.6	112.2	51.6	93.4	103.8	92.2	106.3
K-562	7.1*	6.3*	97.7	104.1&103.8	79.6	77.9	100.2	99.6	92.1	109.5
HOP-62	98.0	20.0	88.2	89.7&95.6	96.6	95.8	94.6	104.0	102.0	107.0
CCRF-CEM	7.3*	3.8*	99.4	99.6	80.9	36.8	101.7	106.5	83.3	98.4
SR	19.9	7.0*	96.2	93.9&100.0	90.0	13.5	99.8	104.3	97.1	102.9
MDA-MB-435	80.9	-42.0*	93.7	107.3&110.0	96.2	101.5	108.1	100.7	99.9	114.3
RPMI-8226	nt	17.4	95.2	97.9	36.5	nt	99.1	103.7	98.7	105.6

(41) CCOC(=O)C1OC1(C)c1ccccc1 (stereo not given)
(42) Nc1ccc(Cl)cc1N
(43) O=C(CCl)Oc1ccc(Cl)cc1
(44) c1ccc(C(c2ccccc2)C2CCNCC2)cc1
(45) C=CCC1(CCC)C(=O)NC(=S)NC1=O
(46) CC(=O)O[C@H]1CC[C@@]2(CCl)C(=CC[C@@H]3[C@@H]2CC[C@]2(C)C(=O)CC[C@@H]32)C1
(47) c1ccc(C(CN2CCCCC2)c2ccccc2)cc1
(48) O=C(c1cc([N+](=O)[O-])cc([N+](=O)[O-])c1)N(CCCl)CCCl
(49) CCCC1(CC(C)CC)C(=O)NC(=O)NC1=O (stereo not given) (tested in a mixture with another compound)
(50) CC(=O)[O][Hg][O]C(C)=O

Screen / compound no.	41	42	43	44	45	46	47	48	49	50
MOLT-4	97.8&117.2	81.2	95.6	85.1	106.6	100.9	104.3	97.4	94.6	84.8
MDA-MB-468	108.6&106.4	89.0	116.3	78.1	100.7	100.0	114.7	102.3	92.5	nt
K-562	95.6&113.1	76.4	104.3	89.4	nt	96.0	112.5	106.6	99.3	29.7
HOP-62	120.0&111.7	112.1	93.6	118.8	107.7	103.5	118.6	103.5	93.5	100.2
CCRF-CEM	92.2&100.4	31.4	100.2	55.0	96.2	88.9	118.1	93.2	98.5	27.8
SR	97.3&116.5	82.6	91.9	nt	106.0	99.4	108.2	107.3	114.2	11.9
MDA-MB-435	118.1&113.6	109.2	99.5	118.3	113.5	99.1	nt	97.3	108.8	85.7
RPMI-8226	93.9&104.7	37.0	111.8	98.8	105.4	93.5	111.6	102.2	101.8	90.1

(51) CC12CCC3C(CCC4CC(=O)CCC43C)C1C/C(=N\O)C2=O (stereo not given)
(52) CC(NCCO)C(O)c1ccccc1 (stereo not given)
(53) O=C1NC(=O)C(=Cc2cccs2)C(=O)N1
(54) CO[C@H]1CC[C@@]2(C)C(=CC[C@H]3[C@@H]4C[C@H](O)[C@H](OC)[C@@]4(C)CC[C@@H]32)C1
(55) Nc1noc(N)n1
(56) COc1cc(OC)c(/C=C/C(=O)c2nc3ccccc3n2Cc2ccc(F)cc2)c(OC)c1
(57) COc1cc(C(=O)N2CC2)cc(OC)c1OC
(58) O=CC(Br)C(Br)c1ccccc1 (stereo not given)
(59) NC(=O)N=Nc1c(O)[nH]c(=O)[nH]c1=O
(60) CC[C@]12C=CCN3CC[C@@]4(c5ccc(OC)cc5N(C)[C@H]4[C@@](O)(C(=O)OC)[C@@H]1OC(=O)CCCC[P+](c1ccc(C)cc1)(c1ccc(C)cc1)c1ccc(C)cc1)[C@@H]32

Screen / compound no.	51	52	53	54	55	56	57	58	59	60
MOLT-4	81.0	87.5	107.0	94.9	77.3	44.7	62.8	16.6	93.0	-25.0*
MDA-MB-468	98.8	115.8	109.2	91.0	105.7	80.1	101.5	nt	96.5	-92.5*
K-562	79.0	96.1	109.8	86.3	105.9	81.9	89.6	41.2	92.7	0.8*
HOP-62	nt	93.5	98.8	111.8	92.0	58.9	101.8	106.6	93.8	-84.0*
CCRF-CEM	68.2	94.3	99.4	89.0	97.8	64.5	70.8	-1.8*	132.0	-72.4*
SR	nt	78.8	110.2	87.3	87.7	74.3	25.7	16.1	107.9	25.8
MDA-MB-435	95.7	111.5	105.6	110.3	106.2	83.5	93.6	99.3	116.2	-86.8*
RPMI-8226	92.5	93.7	114.5	77.7	96.6	78.4	87.4	89.0	106.0	-46.0*

(61) CC[C@@H](C)C(=O)O[C@H]1[C@H](O)[C@H]2[C@@H](CN3C[C@@H](C)CC[C@H]3[C@@]2(C)O)[C@@H]2C[C@]34O[C@@]5(O)[C@@H](OC(=O)[C@](C)(O)[C@@H](C)O)CC[C@@]3(C)[C@@H]5[C@@H](OC(C)=O)[C@@H](OC(C)=O)[C@H]4[C@@]21O
(62) CC[C@@]1(O)C[C@H](OC2CC(N(C)C)C(O)C(C)O2)c2c(cc3c(c2O)C(=O)c2c(O)ccc(O)c2C3=O)[C@H]1C(=O)OC (stereo not given in full)
(63) Cc1cc(C)nc(C)c1
(64) CN1CCN(C(=O)COc2ccc(C=C3C(=O)N(C)C(=O)N(C)C3=O)cc2)CC1
(65) N#CCCCCCCCCC#N
(66) CC(C)CC(C)OC(C[N+](=O)[O-])C(Cl)(Cl)Cl (stereo not given)
(67) C#C[C@]1(OC(=O)CCCCCC)CC[C@H]2[C@@H]3CCC4=CC(=O)CC[C@@H]4[C@H]3CC[C@@]21C
(68) Clc1cccc(NC2OOC3(OOC2Nc2cccc(Cl)c2)C2CC4CC(C2)CC3C4)c1 (stereo not given)
(69) S=P(Nc1ccccc1)(Nc1ccccc1)c1ccccc1
(70) CCOC(=O)NN(CCOS(=O)(=O)c1ccccc1)CCOS(=O)(=O)c1ccccc1

Screen / compound no.	61	62	63	64	65	66	67	68	69	70
MOLT-4	117.1	-19.5*	123.8	104.9	110.5	100.3	26.1	93.3	nt	100.1
MDA-MB-468	85.2	nt	83.5	105.5	99.2	nt	39.6	97.6	127.1	100.0
K-562	114.1	-73.7*	139.8	104.4	106.1	101.3	20.7	96.9	nt	99.1
HOP-62	108.4	-69.6*	nt	103.0	114.4	104.2	35.5	96.6	90.7	97.1
CCRF-CEM	96.4	-30.1*	142.5	96.6	nt	103.1	41.2	104.2	95.3	105.6
SR	110.5	-18.2*	135.6	103.1	101.8	90.0	17.5	93.1	nt	nt
MDA-MB-435	109.1	-95.7*	90.6	105.3	104.5	105.1	18.3	100.7	101.3	98.6
RPMI-8226	109.1	-32.6*	109.7	107.8	98.5	98.2	1.0*	96.2	82.5	108.6

Screening data from PubChem BioAssay.
